mHTT CaM bind: inhibitors of human mutant huntingtin-calmodulin interaction. inhibition, % at 15 µM. AID 1671202. actives 3.6% (n = 190,000). AlphaScreen His-mHTT/GST-CaM binding, luminescence. P42858;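 also: 0% = both proteins with DMSO and 100% = one protein alone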
Pf apPOL block: Pf-apPOL DNA polymerase inhibition. Recombinant Pf-apPOL, molecular beacon fluorescence, 1.5 h. inhibition, % at 10 µM. actives 0.25% (n = 210,000). AID 1794808
Numbers without * were called inactive; i = inactive; nt = not tested or not shown; & = joins results of further samples. Rule as the data show it: active = inhibition above about 50%; inactive = the rest.

SMILES | mHTT CaM bind | Pf apPOL block
O=C(COc1ccc([N+](=O)[O-])cc1)Nc1ccc(Cl)cn1 | 0 | -1
O=c1oc2cc(Cl)ccc2n1CN1CCOCC1 | -1 | -3
COC(=O)C1=CC=C(c2ccc(OC)cc2)SC1 | nt | 2
Cc1cccc(CN2CCCn3nc(C(=O)Nc4ccc(F)cc4C)cc3C2=O)c1 | 6 | 74*
O=C1CCC[C@@H]2Cc3nc4ccccc4cc3[C@@H]3CCN1[C@H]23 | -5 | -6
COc1ccc(S(=O)(=O)N2CCC(c3nc(C(=O)N4CCCC4)c(C)o3)CC2)cc1 | 10 | -1
O=C(c1ccccn1)N1CCN(c2cc(-c3ccccc3)ncn2)CC1 | -4 | -4
CCc1nc2c(c(=O)n1CC(=O)Nc1ccc(F)cc1)CN(Cc1ccccc1)CC2 | 6 | 2
CCOc1ccc(CNC(=O)C2CCN(C(=O)c3cc4ccsc4[nH]3)CC2)cc1 | -4 | -1
O=C(Nc1ccc(Cl)cc1)N1CCC(N2CCN(Cc3ccc(F)cc3)C2=O)CC1 | 0 | -3
CCOc1ccc(-c2ccc(C(=O)N3CCCC3C)s2)cc1 (centres undefined) | -3 | -4
O=C(Cn1c(=O)oc2ccc(Cl)cc21)NCc1ccccc1Cl | -16 | -1
COC(=O)c1ccccc1NC(=O)c1cc(S(=O)(=O)N2CC(C)CC(C)C2)c(C)o1 (centres undefined) | -14 | -2
CCc1cccc(NC(=O)NC2CCCCC2)c1 | -6 | 1
O=C(/C=C/c1ccc(Cl)cc1Cl)Nc1cccc(NC(=O)c2ccco2)c1 | 14 | 6
Clc1ccccc1Cn1nnc2c(Sc3nc4ccccc4s3)ncnc21 | nt | -9
O=C(c1ccccc1)N1CCCC(c2ccnc(-c3cccc(F)c3)n2)C1 (centres undefined) | 15 | -5
CCn1ccc2c(cc(C(=O)Nc3ccccc3Cl)n2C)c1=O | 2 | -3
Cc1cc(OCCCNC(C)C)cc(C(C)C)c1 | -8 | 5
Cc1nc2c(C(=O)NC3CCC(C)CC3)c[nH]n2c(=O)c1Cc1ccccc1F (centres undefined) | 25 | -4
O=C(NCCCNc1ccc([N+](=O)[O-])cc1Cl)c1ccccc1Br | 9 | 5
CC(C)c1cc(C2CCCN2C(=O)c2cc(-c3ccc(F)cc3)no2)no1 (centres undefined) | -3 | 2
Cc1ccc(OCCCN2CCCC2)c(Br)c1 | -6 | -2
CSc1nnc2c(n1)OC(c1cccc(Br)c1)N(C(C)=O)c1ccccc1-2 (centres undefined) | 19 | -4
Brc1csc(CN2CCc3nc(N4CCOCC4)ncc3C2)c1 | 57* | 4
(listing goes on)
SMILES | mHTT CaM bind | Pf apPOL block
Cc1ccc(F)c(NC(=O)c2cc(C)n3nc(C)cc3n2)c1 | 0 | -1
O=C(Cn1c(=O)cc(O)c2ccccc21)Nc1cccc(F)c1 | -5 | 0
Cc1cccc(N2CCN(C(=O)c3ccc(-c4cncnc4)nc3)CC2)c1 | 3 | 0
O=C(CSc1nc2c(c(=O)n1-c1ccc(F)cc1)SCC2)Nc1ccc2c(c1)OCCO2 | 6 | -6
O=C1C2=CNc3ccccc3NC2Oc2ccccc21 (centres undefined) | -4 | nt
Cc1ccc2nc(SCC(=O)Nc3ccc([N+](=O)[O-])cc3)[nH]c2c1 | 12 | -3
CCn1ccc(/C=C2/CC/C(=C\c3ccn(CC)n3)C2=O)n1 | 9 | nt
CCOC1=NN(c2ccc([N+](=O)[O-])cc2)C(=O)/C1=C/c1cccc(Cl)c1Cl | 65* | -15
CCN1CC2CCCC3(C1)C(=O)NC1(CCCCC1)N=C23 (centres undefined) | -5 | -5
Nc1nc2c(c3c1c(=O)oc1ccccc13)CCCC2 | -3 | -9
CC(C)C(=O)Oc1ccc2c(c1)OC(=Cc1ccco1)C2=O | 42 | 2
N/C(=N\OC(=O)c1ccc2c(c1)OCO2)c1ccc(Cl)cc1 | i | -10
CCC1CCCCN1CCCNC(=O)c1cc2cc3ccc(Cl)cc3nc2o1 (centres undefined) | 1 | -4
Cc1cccc(OCc2noc(-c3cccc(F)c3)n2)c1 | -33 | 2
CN(C)C(=O)c1ccc2ncnc(N3CCCCC3)c2c1 | -1 | -6
c1ccc(C2=NN3C(C2)c2ccccc2OC3c2cccnc2)cc1 (centres undefined) | 39 | -3
COC(CNC(=O)c1c[nH]c2ccc(S(=O)(=O)N(C)c3ccc(F)cc3)cc2c1=O)OC | 29 | -4
CCOc1ccc(NC(=O)N2CCCC(c3cccc(C(=O)NCCOC)c3)C2)cc1 (centres undefined) | -9 | -2
COc1ccccc1-c1noc(C2CCCN2C(=O)NCc2ccc(F)cc2)n1 (centres undefined) | 1 | -3
CCn1nccc1C(=O)N1CCCC1c1ccc(C)cc1 (centres undefined) | -1 | -3
O=C(Nc1ccc(Br)cc1C(=O)O)c1cccs1 | 1 | -1
Cc1ccccc1NC(=O)c1c(O)c2cccnc2n(-c2ccc(F)cc2)c1=O | -1 | -2
Cc1ccc(-n2cnc(C(=O)NCc3cccc(F)c3)n2)cc1 | -8 | -8
CCCNC(=O)c1cc(C)nc2ccc(F)cc12 | 100* | -1
O=S(=O)(c1ccc(F)c(Cl)c1)N1CCC(c2noc(-c3ccc(F)cc3)n2)CC1 | -6 | -7
(continued)
SMILES | mHTT CaM bind | Pf apPOL block
Cc1ccc(-c2nc(C(=O)NCCc3ccc(Cl)cc3)cs2)n1C | 24 | -3
Cc1cc(Cl)ccc1NC(=O)c1cc2n(n1)CCCN(Cc1cccc(F)c1)C2=O | 0 | 0
CC(C)(C)NC(=O)N1CCC(CNC(=O)C(=O)Nc2ccccc2C#N)CC1 | -9 | 2
CCOc1ccc(-n2ccn3cc(-c4ccc(F)cc4)nc3c2=O)cc1 | -4 | -1
CC(c1ccccc1)N1COc2ccc3c4c(oc3c2C1)C(=O)c1ccccc1C4=O (centres undefined) | 49 | 7
Cc1cccc(NC(=O)N2CC3CCCN3c3ccccc32)c1C (centres undefined) | 30 | -3
Cc1ccc(-c2ncc3c(=O)n(Cc4cccc(F)c4)c(=O)n(C)c3n2)cc1 | -9 | 1
O=C(Nc1nnc(/C=C/c2ccccc2)s1)c1ccco1 | -4 | -7
O=C(Nc1ccccc1F)C(NS(=O)(=O)c1cccs1)c1ccccc1 (centres undefined) | 3 | -5
CCCc1nc(-c2ccccc2)c(-c2ccc(OC)c(OC)c2)c(=O)[nH]1 | 2 | -4
CC12C=CC(C)(O1)C1C(=O)N(c3cccc(C(F)(F)F)c3)C(=O)C12 (centres undefined) | 3 | 7
CCOc1ccc(C=C2Oc3cc(OC(=O)c4ccco4)ccc3C2=O)cc1 | 5 | -8
O=C(Cc1ccccc1)NC(Nc1ccc(Cl)cc1)C(Cl)(Cl)Cl (centres undefined) | 39 | -1
O=c1[nH][nH]c(=S)n1C1CCCCC1 | -5 | nt
CC(=O)NCCc1csc(C2CCCN(C(=O)c3c(F)cccc3Cl)C2)n1 (centres undefined) | 2 | 1
COc1ccccc1N1CCN(S(=O)(=O)/C=C/c2ccccc2)CC1 | 0 | -7
OC1CN(C(c2ccccc2)c2ccccc2)C1 | -3 | -3
CCC(=O)N1CCc2cc(Br)cc(S(=O)(=O)CCC(=O)N3CCC(C)CC3)c21 | 3 | -1
O=C1C=CC(=O)N1c1ccccc1Br | -4 | -3
CCN(CC)CCN1C(=O)C(=O)C(=C(O)c2ccccc2)C1c1ccc(OC)cc1OC (centres undefined) | 6 | -4
Cc1ccc(COc2ccccc2C=O)cc1 | -50 | -5
O=C(CN1C(=O)CCC1=O)N(CCc1cccs1)Cc1cccnc1 | -7 | -2
COc1cccc(CC(=O)Nc2nnc(C3CC(=O)N(c4ccc(Cl)cc4)C3)o2)c1 (centres undefined) | 5 | -5
Cc1ccc(S(=O)(=O)c2cc3c(=O)n4ccccc4nc3n(CCc3ccccc3)c2=N)cc1 | -1 | -5
Cc1ccccc1CNS(=O)(=O)c1cc2c(s1)CCN(C(=O)C1CCC1)C2 | 2 | -2
The list goes on.
SMILES | mHTT CaM bind | Pf apPOL block
Oc1ccc(Cl)cc1N=Cc1cc(Cl)cc(Cl)c1O | 21 | -5
Cc1ccc(C)c(CN2CCC(O)CC2)c1 | -3 | -3
Cc1ccc(C)c(N2C(=O)NC3CC2(C)Oc2ccccc23)c1 (centres undefined) | 12 | -2
CCN1CCN(C/C=C/c2ccc(N(C)C)cc2)CC1 | 32 | -2
CN(C)c1ccc(NC(=O)CN2CCC(c3nc(-c4cccc(F)c4)no3)CC2)cc1 | 7 | -2
N=c1n(CCN2CCCC2)c2ccccc2n1CC(O)c1ccc(Cl)c(Cl)c1 (centres undefined) | 19 | 0
COc1ccc(-c2cc3nc4c(c(=O)n3[nH]2)CN(C(=O)Cc2ccccc2)CC4)cc1 | 1 | 3
CCC1CN(C(=O)Nc2cc(C)cc(C)c2)c2ccccc2O1 (centres undefined) | -12 | 3
COc1ccc(CCNC(=O)c2ccc([N+](=O)[O-])cc2)cc1OC | -2 | -6
Cc1ccc(NC(=O)c2cc(S(=O)(=O)NCc3ccco3)ccc2F)cc1F | -3 | -1
COc1c(Cl)cc(Cl)cc1C1Nc2ccccc2NC2=C1C(=O)CC(C)(C)C2 (centres undefined) | 36 | 1
CCN(CCN(C)C)Cc1ccc(OC)cc1 | -9 | 2
O=C(Nc1ccc(-c2nc3ccccc3o2)c(O)c1)c1cccc(F)c1 | 6 | 9
COc1ccc(NC(=O)N2CCN(c3ccccc3F)CC2)cc1 | -1 | -9
O=C(CSc1nnc(Cc2ccccc2)o1)Nc1nc(-c2ccccc2)cs1 | -18 | -2
O=C(c1ccc2nc[nH]c2c1)N1CCCn2nc(-c3ccc(Cl)cc3)cc2C1 | 13 | -1
O=C(CSc1cn(Cc2ccc(Cl)cc2)c2ccccc12)NCc1ccco1 | 54* | -2
O=C1c2ccccc2CN2C(=O)c3ccccc3CN12 | -1 | 7
CC(C)c1ccc2c(c1)c1c3n2CCN=C3CCC1 | -63 | nt
COc1ccccc1C(=O)N1CCC(c2nc(C(=O)N3CCCC3)c(C)o2)CC1 | 5 | 0
COc1ccc(C=C2Oc3c(ccc4c3CN(Cc3cccnc3)CO4)C2=O)c(OC)c1 | 18 | -5
Cc1ccccc1NC(=O)C1OC2OC(C)(C)OC2C2OC(C)(C)OC12 (centres undefined) | 2 | 4
CCc1ccc(NC(=O)N2CCCC2c2cc(C(C)C)no2)cc1 (centres undefined) | -8 | -3
Cc1cc(C)nc(SCCS(=O)(=O)Cc2ccccc2)n1 | -3 | 0
O=C1CCCCC2CCCCN12 (centres undefined) | 2 | -5
Next part.
SMILES | mHTT CaM bind | Pf apPOL block
O=S1(=O)C=CCN1Cc1cn(Cc2ccc(Cl)cc2)nn1 | -9 | -4
Cc1ccc(N(Cc2ccc(C(=O)NC(C)(C)C)cc2)S(C)(=O)=O)cc1C | 4 | -1
CCOC(=O)COc1ccccc1C#N | nt | 4
Cc1nn2c(=O)/c(=C/c3ccc(-c4ccc(Cl)cc4)o3)sc2nc1=O | 6 | 2
Cc1cc(C2CCCN2C(=O)c2c(-c3c(F)cccc3Cl)noc2C)on1 (centres undefined) | 7 | -7
CCN(CC)c1ccc(Nc2nc(-c3ccccn3)cs2)cc1 | 100* | -4
COc1ccccc1NS(=O)(=O)/C=C/c1ccccc1 | -2&-6 | -9&-6
Cc1noc(COC2CCN(C(=O)COc3ccc(F)cc3)CC2)n1 | -4 | -2
CCOC(=O)c1cc(C(C)=NNc2cc(C(F)(F)F)cc(C(F)(F)F)c2)on1 | nt | 2
O=C(NCc1ccc2c(c1)OCO2)c1n[nH]nc1Nc1ccc(F)cc1 | -10 | 4
O=C1C(=Cc2ccc(Cl)cc2)Oc2cc(OC(=O)C3CC3)ccc21 | 5 | -8
CC(CC(=O)Nc1ccccc1F)c1ccccc1 (centres undefined) | -8 | -3
CCOc1ccc(C(N)CC(=O)O)cc1OC (centres undefined) | -6 | 5
O=C(c1ccccc1)N(c1ccccc1)n1c(-c2cccc([N+](=O)[O-])c2)csc1=S | nt | -4
O=[N+]([O-])c1ccc(CN2CCN(c3ncccn3)CC2)s1 | 11 | -5
O=C(NC1CC1)c1cccc(OCC2CCCN(C(=O)c3cccc(Cl)c3)C2)c1 (centres undefined) | 18 | -5
COCCn1c(C2CCN(C(=O)Nc3cccc(F)c3)C2)nc2cccnc21 (centres undefined) | -1 | -8

19 compounds from above, arranged by formula weight, low to high.
SMILES | mHTT CaM bind | Pf apPOL block
CCOC(=O)COc1ccccc1C#N | nt | 4
CCOc1ccc(C(N)CC(=O)O)cc1OC (centres undefined) | -6 | 5
CC(CC(=O)Nc1ccccc1F)c1ccccc1 (centres undefined) | -8 | -3
COc1ccccc1NS(=O)(=O)/C=C/c1ccccc1 | -2&-6 | -9&-6
O=[N+]([O-])c1ccc(CN2CCN(c3ncccn3)CC2)s1 | 11 | -5
Cc1cc(C)nc(SCCS(=O)(=O)Cc2ccccc2)n1 | -3 | 0
CCN(CC)c1ccc(Nc2nc(-c3ccccn3)cs2)cc1 | 100* | -4
O=S1(=O)C=CCN1Cc1cn(Cc2ccc(Cl)cc2)nn1 | -9 | -4
CCc1ccc(NC(=O)N2CCCC2c2cc(C(C)C)no2)cc1 (centres undefined) | -8 | -3
O=C1C(=Cc2ccc(Cl)cc2)Oc2cc(OC(=O)C3CC3)ccc21 | 5 | -8
Cc1noc(COC2CCN(C(=O)COc3ccc(F)cc3)CC2)n1 | -4 | -2
O=C(NCc1ccc2c(c1)OCO2)c1n[nH]nc1Nc1ccc(F)cc1 | -10 | 4
Cc1ccccc1NC(=O)C1OC2OC(C)(C)OC2C2OC(C)(C)OC12 (centres undefined) | 2 | 4
Cc1nn2c(=O)/c(=C/c3ccc(-c4ccc(Cl)cc4)o3)sc2nc1=O | 6 | 2
Cc1ccc(N(Cc2ccc(C(=O)NC(C)(C)C)cc2)S(C)(=O)=O)cc1C | 4 | -1
Cc1cc(C2CCCN2C(=O)c2c(-c3c(F)cccc3Cl)noc2C)on1 (centres undefined) | 7 | -7
CCOC(=O)c1cc(C(C)=NNc2cc(C(F)(F)F)cc(C(F)(F)F)c2)on1 | nt | 2
O=C(NC1CC1)c1cccc(OCC2CCCN(C(=O)c3cccc(Cl)c3)C2)c1 (centres undefined) | 18 | -5
COc1ccc(C=C2Oc3c(ccc4c3CN(Cc3cccnc3)CO4)C2=O)c(OC)c1 | 18 | -5

Not all compounds are listed (hit frequency here may not be typical).
